KCNQ2 block: KCNQ2 channel blockers in CHO-K1 cells – cell-based, FluxOR thallium flux, B-score, primary screen (AID 2156). hit rate 1.1% among 310,000. B-score at 10 µM. O88943. 20 min; hits give low values;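 active = fluorescence ratio B-score at most minus 3 library SDs, with starting brightness B-score within 2 library SDs, cut at about -5.5 in these data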
STK33 inh: inhibitors of human STK33 kinase | Q9BYT3 | purified STK33, MBP phosphorylation, ADP-Glo luminescence | inhibition, % at 10 µM | hit rate 0.073% among 320,000 | AID 2661;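 active = inhibition at or above 25%, using the most active replicate where run in duplicate; inactive = inhibition below 25%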
Target sequence (Q9BYT3 whole entry, looked up): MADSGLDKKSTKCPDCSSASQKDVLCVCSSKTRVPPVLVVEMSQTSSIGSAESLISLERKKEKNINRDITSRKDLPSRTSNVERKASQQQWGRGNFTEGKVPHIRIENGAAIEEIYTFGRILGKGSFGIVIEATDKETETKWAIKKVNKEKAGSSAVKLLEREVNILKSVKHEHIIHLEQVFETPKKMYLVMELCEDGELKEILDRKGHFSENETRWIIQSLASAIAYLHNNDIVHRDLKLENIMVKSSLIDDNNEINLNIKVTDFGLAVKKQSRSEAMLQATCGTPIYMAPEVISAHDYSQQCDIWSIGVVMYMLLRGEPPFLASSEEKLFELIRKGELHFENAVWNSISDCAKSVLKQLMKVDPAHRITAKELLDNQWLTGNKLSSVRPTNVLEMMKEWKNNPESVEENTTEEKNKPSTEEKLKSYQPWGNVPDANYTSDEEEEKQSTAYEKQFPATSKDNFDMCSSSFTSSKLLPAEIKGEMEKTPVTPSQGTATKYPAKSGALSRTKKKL
Kir21 block: inhibitors of mouse Kir2.1 inward-rectifier potassium channel. B-score at 10 µM. AID 1672. HEK293-Kir2.1, FluxOR thallium flux fluorescence; hits give low values. hit rate 0.85% among 310,000;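 active = fluorescence ratio B-score at or below minus 3 SD of library scores, with starting-brightness B-score within 2 SD, cut at about -4.2 in these data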;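 note: channel flux triggered by added potassium and thallium sulfate stimulus; B-score of peak minus minimum fluorescence over baseline after thallium stimulus; more negative B-score means stronger Kir2.1 block with less thallium influx; some compounds called inactive have numbers as strong as hits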
Target sequence (P35561 whole entry, looked up): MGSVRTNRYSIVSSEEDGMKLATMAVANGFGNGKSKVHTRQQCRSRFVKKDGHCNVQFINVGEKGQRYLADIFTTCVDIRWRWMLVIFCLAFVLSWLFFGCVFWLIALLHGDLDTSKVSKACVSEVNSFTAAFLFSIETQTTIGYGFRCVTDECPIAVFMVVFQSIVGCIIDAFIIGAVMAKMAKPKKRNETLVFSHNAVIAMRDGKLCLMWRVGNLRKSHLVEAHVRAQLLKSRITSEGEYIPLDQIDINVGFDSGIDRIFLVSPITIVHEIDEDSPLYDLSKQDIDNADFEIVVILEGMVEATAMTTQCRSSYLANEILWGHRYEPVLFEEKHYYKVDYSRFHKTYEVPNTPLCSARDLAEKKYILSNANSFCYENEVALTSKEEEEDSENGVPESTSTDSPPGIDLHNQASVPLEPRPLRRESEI
Starred values were filed as active, the others as inactive; i = inactive; / = no result given.

KCNQ2 block	STK33 inh	Kir21 block	SMILES
i	-1.8	1.22	COc1ccccc1N1CCN(C(=O)COc2cc(C)ccc2C)CC1
i	0.3	0.58	CCCCCn1c(N2CCN(c3cccc(Cl)c3)CC2)nc2c1c(=O)[nH]c(=O)n2C
i	0.0	-0.82	CC(C)(C)c1ccc(OCc2ccc(C(=O)NN)o2)cc1
i	4.8	1.15	CCCc1cc(C(=O)Nc2nccs2)cs1
i	-4.4	0.57	CCOC(=O)c1cccc(NC(=O)Nc2cc(OC)ccc2OC)c1
i	-1.1	-0.52	CCC(C)NC(=O)Cn1cc(S(=O)(=O)N2CCN(c3ccccc3F)CC2)c2ccccc2c1=O (configuration not stated)
i	-0.9	0.5	C[n+]1ccccc1/C=C/c1ccccc1Cl
i	5.2	-0.18	COc1ccc2nc(NCCCNC(=O)c3cc(OC)c(OC)c(OC)c3)c(C#N)cc2c1
i	-1.7	-0.34	CC(C)OCCCNC(=O)CNC(=O)c1ccc(Cl)c(Cl)c1
i	0.9	-1.48	Cc1ccccc1Cn1c(O)c(N=NC(=S)Nc2ccccc2F)c2ccccc21
i	-0.6	0.11	Cc1ccc(C(=O)Nc2c(N)nc(SCC(=O)NCC3CCCO3)[nH]c2=O)cc1 (configuration not stated)
i	-1.1	1.53	COc1cccc(CNC(=O)CSc2ccc(-c3ccccn3)nn2)c1
i	-2.0	-1.77	Cc1cc(NC(=O)CSc2nnc(-c3ccco3)n2Cc2ccccc2)no1
i	-0.8	-0.54	CC(C)NC(=O)NS(=O)(=O)c1cnccc1NC1CC2CCC1C2 (configuration not stated)
i	-1.3	-0.44	COC(=O)CSc1nnc(SCc2ccc(Cl)cc2)s1
i	-0.6	0.51	Cc1cccc(CCNC(=O)C2CCC(=O)N2Cc2ccc(F)cc2)c1 (configuration not stated)
i	-0.4	1.25	Cc1nonc1C(=O)N/N=C/c1ccc([N+](=O)[O-])o1
i	-2.9	-1.37	CCC(C(=O)NCc1ccncc1)c1ccccc1 (configuration not stated)
i	0.8	2.12	COc1ccc(NC(=O)C2CCN(S(=O)(=O)c3ccc(N4CCCC4=O)cc3)CC2)c(OC)c1
i	-0.3	0.41	Cc1cc(NC(=O)COC(=O)CCCOc2ccc(Cl)cc2C)no1
i	-2.3	-0.06	COc1cc(C(=O)NC2CC3CCCC(C2)N3CC(=O)Nc2ccccc2)cc(OC)c1OC (configuration not stated)
i	0.6	0.97	O=C1C(Cc2ccccc2)Nc2ncnc(N3CCc4ccccc4C3)c2N1Cc1ccc(Br)cc1 (configuration not stated)
i	0.5	-0.45	CN(C)S(=O)(=O)c1ccc(N2CCCC2)c(C(=O)NCCc2ccc(F)cc2)c1
i	0.2	0	Cc1cc(S(=O)(=O)N2CCCC2)ccc1OCC(=O)NCc1ccccn1
i	-0.4	0.53	Cn1c(SCC(=O)NCc2ccco2)nc2ccccc2c1=O
i	-0.3	-1.41	CCn1c(COc2ccc(C)cc2)nnc1SCC(=O)Nc1cc(OC)ccc1OC
i	-0.6	2.05	O=C(/C=C\Nc1ccccn1)c1ccccc1
i	2.4	0.86	Cc1[nH]c2ccccc2c1C(=O)CN1CCC2(CC1)OCCO2
i	1.0	1.37	CCCCNC(=S)N(C)/N=C/c1ccc(OCc2ccc(C(=O)OC)cc2)c(OC)c1
i	-0.4	1.63	Cc1cc(NC(=O)Nc2ccc(Cl)cc2)n(C(C)(C)C)n1

An excerpt from above in order of the Kir21 block value, largest number first.
KCNQ2 block	STK33 inh	Kir21 block	SMILES
i	-0.4	1.63	Cc1cc(NC(=O)Nc2ccc(Cl)cc2)n(C(C)(C)C)n1
i	2.4	0.86	Cc1[nH]c2ccccc2c1C(=O)CN1CCC2(CC1)OCCO2
i	-0.3	0.41	Cc1cc(NC(=O)COC(=O)CCCOc2ccc(Cl)cc2C)no1

Other results follow.
KCNQ2 block	STK33 inh	Kir21 block	SMILES
i	-0.9	-1.93	CC(C)Oc1ccccc1OCCN(C)C
i	-0.2	-0.41	CCn1c(SCC(=O)Nc2ccc(OCc3ccccc3)cc2)nnc1-c1ccco1
i	-1.3	0.09	Nc1nc(-c2ccccc2)c(-c2ccccc2)n1N
i	3.7	1.13	Cc1cc(NC(=O)CSc2ccc3nnc(-c4ccccc4)n3n2)no1
i	0.5	0.27	COc1ccc(C(=O)Nn2cnnc2)c(OC)c1
i	0.7	0.21	Cn1nccc1C(=O)Nn1cnnc1
i	/	1.32	COc1ccc(C2=NOC(C(=O)NC(C)(C)C)C2)cc1 (configuration not stated)
i	-0.1	-4.42*	COc1ccc(CN2CCN(CC(O)Cn3c4ccccc4c4ccccc43)CC2)cc1 (configuration not stated)
i	0.2	0.18	O=C(COC(=O)c1cccnc1Cl)NCC1CCCO1 (configuration not stated)
i	-1.5	-0.05	COc1cccc(CN2CC(C(=O)NC3(c4ccccc4)CC3)CCC2=O)c1 (configuration not stated)
i	-1.5	0.68	O=C(O)c1cnn2c1NC(c1ccc(F)cc1)CC2C(F)(F)F (configuration not stated)
i	-1.6	-0.91	CCN1CCN(C(=O)CCc2nc3ccccc3c(=O)[nH]2)CC1
i	-0.3	1.09	O=S(=O)(Nc1cccc(-c2cn3cccnc3n2)c1)c1ccc(-c2ccccc2)cc1
i	-0.8	-0.08	C/C(=N\NC(=O)c1ccc(N/N=C(\C)c2ccc(O)cc2)cc1)c1ccc(O)cc1
i	0.3	1.03	O=C(NCCN1CCOCC1)c1cc(-c2cccs2)nc2ccccc12
i	-0.9	-0.84	CC1(C)Cc2c(cnn2-c2ccc(F)cc2)C(NC(=O)CCC(F)(F)F)C1 (configuration not stated)
i	3.5	0	CCOC(=O)N1CCC(NC(=O)c2cc(C(=O)Nc3cccc(OC)c3)ccc2CO)CC1
i	-0.3	-0.87	C1=C(N2CCOCC2)/C(=C/c2nc3ccccc3[nH]2)CC1
i	0.2	0.66	Brc1ccccc1-c1nnc(CSc2nnnn2-c2ccccc2)o1
i	5.6	-2.16	COc1cccc(CNC(=O)CCC2CCCN(Cc3cc(Cl)ccc3O)C2)c1 (configuration not stated)
i	-0.6	-0.83	Cc1noc(C)c1COc1ccccc1C(=O)Nc1cccc(S(=O)(=O)N(C)C)c1
i	1.3	1.37	Cc1cc(/C=C2/C(=O)NN(c3ccccc3)C2=O)c(C)n1-c1cccc(O)c1
i	-1.7	0.15	CCN1C(=O)[C@@H]2[C@H](C1=O)[C@@H]1C(=O)Nc3ccccc3C(=O)N1[C@@H]2c1cccc(OC)c1
i	-1.4	-0.73	N#Cc1ccccc1COC(=O)CCCC1=NS(=O)(=O)c2ccccc2N1
i	0.5	0.23	CCNC(=O)CCc1nc(-c2ccc(C(C)(C)C)cc2)no1
i	-4.5	-1.3	CCCCCCNC(=O)CSc1nccn1Cc1ccccc1
i	2.1	0.02	CCOC(=O)c1sc(NC(=O)c2ccc(C)o2)nc1C
i	-1.1	-0.63	CCN(CC)S(=O)(=O)c1ccc(/C=C/C(=O)OCC(=O)Nc2cccc3ccccc23)cc1
i	-0.5	1.88	C/C(N)=C(/C#N)C(=O)COC(=O)c1cccc(C)c1O
i	1.4	0.89	CN(C)CCN(C(=O)C1CCN(S(=O)(=O)c2cccs2)CC1)c1nc2c(F)cccc2s1

Grouped by structure, the compounds so far containing bromine
KCNQ2 block	STK33 inh	Kir21 block	SMILES
i	0.6	0.97	O=C1C(Cc2ccccc2)Nc2ncnc(N3CCc4ccccc4C3)c2N1Cc1ccc(Br)cc1 (configuration not stated)
i	0.2	0.66	Brc1ccccc1-c1nnc(CSc2nnnn2-c2ccccc2)o1

Remaining list, next part:
KCNQ2 block	STK33 inh	Kir21 block	SMILES
i	0.1	1.92	COc1ccc(CC(=O)N(CC2CCCO2)c2nc3ccccc3s2)cc1 (configuration not stated)
i	-0.4	-2.43	CN(Cc1ccccc1NS(=O)(=O)c1ccc2ccccc2c1)C1CCCCC1
i	-0.9	-0.87	CCOC(=O)[C@@H]1[C@H]2COc3ccccc3[C@@H]2N2C(=O)N(c3ccc(OC)cc3)C(=O)[C@]12C
i	2.1	0.01	COC(=O)c1ccccc1NC(=O)COc1ccc(S(=O)(=O)NC(C)C)cc1
i	1.0	1.41	O=C(NNC(=O)C(O)c1ccccc1)NC1CCCCC1 (configuration not stated)
i	-2.4	-2.03	CC(=O)Nc1ccc(N/C=C/C(=O)C(C)(C)C)cc1
i	0.5	-2.32	Cc1ccc(C(=O)N2CCOCC2)cc1S(=O)(=O)N1CCOCC1
i	-1.1	1.93	Cc1ccccc1OS(=O)(=O)c1cn(C)c(=O)n(C)c1=O
i	0.0	0.67	Cc1cc(C)nc(NC(=O)CSc2nn(C)c(=S)s2)n1
i	-1.6	0.15	O=C(CSc1nc2cc(Cl)ccc2s1)c1cc2ccccc2o1
i	0.5	0.57	Cc1ccc(NC(=O)CCNS(=O)(=O)c2ccc3c(c2)oc(=O)n3C)cc1
i	-0.6	0.32	CCN(CC)C(=S)Nc1ccc([N+](=O)[O-])cc1
i	-1.4	-0.34	Cc1ccc(NC(=O)c2onc(C)c2Cl)cc1
i	-1.1	0.03	CC(=O)c1ccc([C@@H]2C[C@]34CN(Cc5cccc(C(F)(F)F)c5)S(=O)(=O)[C@H]3C[C@H]2O4)cc1
i	-0.9	0.91	S=c1nc(-c2ccccc2Cl)[nH][nH]1
i	-0.5	-1.58	Cc1ccc(S(=O)(=O)NCCCCCC(=O)N(C)C)cc1
i	0.9	0.56	Cc1ccc(OCCN(C)C(=O)c2cc(COc3ccc(F)cc3F)on2)cc1
i	-1.7	0.94	CC(C)CCn1c(=O)c2ccccc2n2c(CN3CCOCC3)nnc12
i	-0.4	0.02	COc1ccc(/C=C2\SC(=O)N(CC(=O)Nc3cccnc3)C2=O)cc1OC
i	0.3	1.55	COc1cc2[nH]c(=S)nc(NCc3cccc(Cl)c3)c2cc1OC
i	-0.9	-0.46	CC1CC(C)CN(c2ccc(NS(=O)(=O)c3ccccc3)cc2C(=O)O)C1 (configuration not stated)
i	/	-0.81	COC(=O)c1c(NC(=O)c2cccc(S(=O)(=O)N3CCN(C)CC3)c2)sc(C)c1C
i	0.1	2.05	CCCCn1nnnc1SCC(=O)N1CCCC1
i	0.0	-0.01	CC(C)Cc1nnc(NC(=O)CCC(=O)N2CCN(c3ccc([N+](=O)[O-])cc3)CC2)s1
i	-0.2	1.18	Cc1nc2ccccc2n1CCN1CCOCC1
i	-1.3	-2	CSc1nc(SCC(=O)NCc2ccco2)c2c3c(sc2n1)CN(C)CC3
i	-0.8	-4.52*	CCCN(CCC)C(=O)CCS(=O)(=O)c1cccc2nsnc12
i	0.6	0.01	CCOc1ccc(C(=O)N(CN2CCCC2=O)c2cccc(Cl)c2)cc1
i	-0.2	0.97	CN(C)C(=O)c1ccc(NC(=O)CN2CCc3cc4c(cc3C2)OCCCO4)cc1
i	-0.8	0.16	O=C(c1nc2ncccn2n1)N1CCc2ccccc2C1

In another format: 2 of the compounds above.
SMILES	KCNQ2 block	STK33 inh	Kir21 block
CCOc1ccc(C(=O)N(CN2CCCC2=O)c2cccc(Cl)c2)cc1	i	0.6	0.01
CN(C)C(=O)c1ccc(NC(=O)CN2CCc3cc4c(cc3C2)OCCCO4)cc1	i	-0.2	0.97

Next part
KCNQ2 block	STK33 inh	Kir21 block	SMILES
i	0.3	2.14	Cc1nnc(SCC(=O)Nc2ccccc2)n(N)c1=O
i	-0.4	-0.37	NC(=O)NC(=O)CSc1nc(-c2ccccc2)c(-c2ccccc2)n1CC1CCCO1 (configuration not stated)
i	1.4	-1.34	Cc1cccc(C(=O)N/C(=C/c2ccco2)C(=O)N2CCCCCC2)c1
i	31.5*	0.03	O=C(O)Cn1cc(/C=c2/sc3nc4ccccc4n3c2=O)c2ccccc21
i	0.2	0.05	COc1ccccc1CNS(=O)(=O)c1c(C)[nH]c(=O)[nH]c1=O
i	3.3	-0.1	COc1ccc2c(=O)c3ccccc3oc2c1
i	-1.5	-0.06	COc1ccc(S(=O)(=O)N2CCc3ccccc32)cc1C(=O)Nc1cccnc1
i	-0.1	-0.9	Cc1cc(/C=C(\C#N)C(=O)Nc2ccccc2)c(C)n1-c1cccnc1
i	-0.3	0.01	Cc1cc(C(=O)CCC(=O)NNC(=O)c2ccccc2O)c(C)s1
i	-0.2	-0.1	Cn1c(N)c(S(=O)(=O)N2CCN(c3ccccc3F)CC2)c(=O)n(C)c1=O
i	0.1	-0.15	CC(C)(CO)N1CCN(C(=S)Nc2ccccc2)CC1
i	-2.5	0.68	COc1ccccc1C(=O)NC(CCSC)C(=O)NCc1ccccn1 (configuration not stated)
i	-1.6	0.03	CCC(Oc1ccccc1)C(=O)Nc1ccc(-c2nnc(-c3ccco3)o2)cc1 (configuration not stated)
i	-5.2	0.25	CC1(C)Cc2nc3sc4c(=O)n(CC(N)=O)cnc4c3cc2CO1
i	2.2	-0.01	O=C(Nc1ccc2snnc2c1)N1CCOCC1
i	0.1	-0.01	COc1cc(C2C(C#N)=C(N)Oc3c2ccc2ccccc32)ccc1OCC(=O)Nc1ccccc1C (configuration not stated)
i	-0.2	-1.11	CN1CCN(c2nc3c(c(=O)[nH]c(=O)n3C)n2CCCSc2nnnn2-c2ccccc2)CC1
i	/	0.96	Cc1ccc(C2=Nc3ccc(Br)cc3C(c3ccncc3)=NN2)cc1
i	1.4	2.96	O=C(Nc1cccc(S(=O)(=O)N2CCCC2)c1)c1ccc2c(=O)n3c(nc2c1)CCCCC3
i	/	-0.43	CCC(=O)NC1OC(CO)C(O)C(O)C1O (configuration not stated)
i	0.0	-0.78	O=C(CNc1cccc(S(=O)(=O)N2CCCC2)c1)Nc1ccc(F)cc1F

High-throughput results from PubChem.
